Screening results: PubChem BioAssay, National Center for Advancing Translational Sciences (NCATS)
uPA surface inh: qHTS for Inhibitors of Cell Surface uPA Generation | cell surface uPA generation assay, qHTS | Potency, µM (top dose mostly 38.3 µM), inactives show at the top dose activity change, negative = inhibition, actives largely listed as inhibitors | actives 0.31% (n = 330,000); active = well fitted inhibition curve with a large enough effect; inconclusive = small, poorly fitted or top-dose-only effect; inactive = no such curve, though single readings can be large or run the other way; tested in mouse RAW 264.7 cells; also: potency is read from the fitted curve at half-maximal effect; % is scaled to controls: 0 for no effect and ±100 for the full control effect; nearly all actives have a fitted effect of over 55% in size
Eya2 phos inh: qHTS Assay for Inhibitors of the Phosphatase Activity of Eya2; recombinant Eya2, OMFP fluorescence dephosphorylation (OMFP is methylfluorescein phosphate); Potency, µM (highest dose often 76.9 µM), without a hit: at the top dose activity, negative = inhibition, most hits filed as inhibitors; actives 0.006% (n = 330,000); AID 488837, 2010; also: potency is read from the fitted curve at half-maximal effect; % is scaled to controls: 0 for no effect and ±100 for the full control effect
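Eya2 protein (added as 0.2 uM solution) was preincubated with compound for 10 min at ambient temperature in 50 mM HEPES pH 7.5, 50 mM NaCl, 5 uM MgCl2, 0.05% BSA, 1 mM DTT. OMFP (added at 50 uM) then reacted 10 min; fluorescence read at 485/525 nm.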
Mito fusion yeast: qHTS Assay for Small Molecule Inhibitors of Mitochondrial Division or Activators of Mitochondrial Fusion; S. cerevisiae fusion-defective mutant growth rescue, CellTiterGlo 48 h; Potency, µM (doses to about 46.1 µM), for inactives: at the highest dose growth rescue (activation), most hits filed as activators; actives 0.23% (n = 320,000);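 also: potency is read from the fitted curve at half-maximal effect; % of control where 0% means no effect; nearly all actives have a fitted effect of over 45% in size; temperature-sensitive fusion mutants such as fzo1-1 at 37 °C on non-fermentable ethanol glycerol medium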
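Compounds are tested for their ability to restore growth of mitochondrial fusion-defective yeast strains at non-permissive 37C in YPEG medium over 48 hours. Viability is quantified by luciferase luminescence.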
ELG1 repair inh: qHTS screen for small molecules that inhibit ELG1-dependent DNA repair in human embryonic kidney (HEK293T) cells expressing luciferase-tagged ELG1; HEK293T ELG1-luciferase reporter, luminescence, 16 h; DNA damage induced by 5-fluorouridine; Potency, µM (titrated, usually from 46.1 µM), without a hit: at the highest dose activity change, negative = inhibition, actives largely listed as inhibitors; actives 2.3% (n = 330,000); also: potency is read from the fitted curve at half-maximal effect; % is scaled to controls: 0 for no effect and ±100 for the full control effect; nearly all actives have a fitted effect of over 55% in size
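Cells (2,000 per well) received 5-fluorouridine plus test compound or DMSO and were incubated 16 hr at 37 °C, 5% CO2. Luciferase activity was read by luminescence 30 min after ONE-Glo addition; signal suppression marked inhibition of damage-induced ELG1 function.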
TSG101-PTAP inh: qHTS Assay for Iinhibitors of HIV-1 Budding by Blocking the Interaction of PTAP/TSG101; Fluorescence polarization, FITC-PTAP peptide / Tsg101 binding; Potency, µM (highest dose often 115 µM), inactives show top-dose activity change, negative = inhibition, actives largely listed as inhibitors; 340,000 tested, under 10 active; Tumor susceptibility gene 101 protein (Homo sapiens), Q99816; active = well fitted inhibition curve with a large enough effect in the main read-out, with a control signal flat, not every such curve was filed as active; inconclusive = small, poorly fitted or top-dose-only effect, or effect the other way, or a change in a side signal; inactive = no such curve, though single readings can be large or run the other way; also: potency is read from the fitted curve at half-maximal effect; % of control where 0% means no effect
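Steps: Tsg101 binding domain dispensed (10 uM final), compounds pinned in DMSO, FITC-labeled PTAP-motif peptide added (50 nM final); after 20 min binding at room temperature, polarization measured.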
TCR activator: Activators of T cell receptors: qHTS campaign; primary human leukocytes, anti-CD3, IL-2 HTRF, 48 h; Potency, µM (highest dose often 9.22 µM), for the others: top-dose activation of IL-2 secretion, hits mostly activators; 330,000 tested, under 10 active; AID 504894, 2011; also: % of control where 0% means no effect
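48 hr co-incubation of compounds, a-CD3 beads and primary human leukocytes; IL-2 quantified homogeneously by HTRF with anti-IL-2 K and d2 conjugates.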
USP2a inh: qHTS Assay for Inhibitors of Ubiquitin-specific Protease USP2a Using CHOP2 as the Reporter; USP2 core, Ub-CHOP2 coupled fluorogenic reporter, 485/531; actives 0.01% (n = 330,000); AID 463254, 2010; Ubiquitin carboxyl-terminal hydrolase 2 (Homo sapiens), O75604; Potency, µM (series often up to 38.3 µM), without a hit: at the top dose activity change, negative = inhibition, usual class: inhibitors;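 also: potency is read from the fitted curve at half-maximal effect; plate controls were DMSO wells for no effect and full inhibition by NEM control for full effect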
Target sequence (O75604 whole entry, looked up): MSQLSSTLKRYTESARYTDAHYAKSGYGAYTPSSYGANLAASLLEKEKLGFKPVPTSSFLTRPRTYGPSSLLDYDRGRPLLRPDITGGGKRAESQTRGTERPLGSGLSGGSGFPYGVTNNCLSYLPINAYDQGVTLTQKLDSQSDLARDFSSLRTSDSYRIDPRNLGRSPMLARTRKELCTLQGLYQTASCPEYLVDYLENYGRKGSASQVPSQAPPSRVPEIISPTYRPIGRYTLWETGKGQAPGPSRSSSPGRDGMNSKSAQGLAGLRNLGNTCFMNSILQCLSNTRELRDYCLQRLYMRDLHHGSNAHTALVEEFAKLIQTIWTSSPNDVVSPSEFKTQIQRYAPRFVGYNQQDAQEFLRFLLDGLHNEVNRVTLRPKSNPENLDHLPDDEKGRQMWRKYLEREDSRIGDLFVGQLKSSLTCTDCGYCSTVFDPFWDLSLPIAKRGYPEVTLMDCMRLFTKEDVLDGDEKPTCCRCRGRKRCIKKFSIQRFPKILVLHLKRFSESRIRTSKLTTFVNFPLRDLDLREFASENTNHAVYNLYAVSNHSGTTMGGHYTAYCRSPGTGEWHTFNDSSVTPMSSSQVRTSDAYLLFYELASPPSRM
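USP2 core (10nM final) preincubated 30min RT with compound in 20mM Tris-HCl pH 8.0, 2mM CaCl2, 2mM beta-mercaptoethanol, 0.05% CHAPS; 25nM Ub-CHOP2 plus 25nM reporter substrate added, fluorescence (Ex485/Em531) read after 60min.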
B2AR arrestin: qHTS assay of beta-arrestin-biased ligands of beta2-adrenergic receptor; Potency, µM (series often up to 46.1 µM), for the others: at the top dose activation, actives largely listed as activators; beta-arrestin recruitment to beta2AR, cell-based reporter; actives 0.02% (n = 330,000);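 also: potency is read from the fitted curve at half-maximal effect; 0% = DMSO controls and full agonism = EC100 isoproterenol or metaproterenol; nearly all actives have a fitted effect of over 65% in size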
Target sequence (P07550 whole entry, looked up): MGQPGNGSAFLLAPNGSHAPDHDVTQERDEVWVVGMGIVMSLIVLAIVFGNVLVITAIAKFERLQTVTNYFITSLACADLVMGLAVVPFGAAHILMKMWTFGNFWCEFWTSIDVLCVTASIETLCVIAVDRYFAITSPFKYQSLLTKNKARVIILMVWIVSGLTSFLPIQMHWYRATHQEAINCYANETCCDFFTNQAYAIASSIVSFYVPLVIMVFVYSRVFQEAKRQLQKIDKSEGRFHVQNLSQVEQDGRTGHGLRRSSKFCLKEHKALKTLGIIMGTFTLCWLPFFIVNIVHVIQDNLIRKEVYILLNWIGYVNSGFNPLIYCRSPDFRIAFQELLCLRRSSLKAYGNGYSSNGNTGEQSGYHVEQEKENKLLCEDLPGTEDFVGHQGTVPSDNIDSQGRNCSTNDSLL
BCR signal inh: qHTS Assay to Find Inhibitors of Chronic Active B-Cell Receptor Signaling; ABC-DLBCL IkBa-CBG/CBR reporter, luminescence ratio, 4 h; Potency, µM (highest dose often 46.1 µM), for the others: top-dose ratio change, negative = lower green/red ratio, usual class: inhibitors; actives 0.05% (n = 340,000); AID 493014, 2011; active = well fitted inhibition curve with a large enough effect in the signal ratio, with a control signal flat, not every such curve was filed as active; inconclusive = small, poorly fitted or top-dose-only effect, or effect the other way, or a change in a side signal; the % refers to the signal ratio;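 also: potency is read from the fitted curve at half-maximal effect; plate controls were basal doxycycline-induced cells for no effect and cells given 10 µM MG132 for full effect; MG132 reads +100%, hits lower the ratio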
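Concentration-response series (up to 46 uM) were applied to TMD8 dual-reporter cells for 4 h at 37C with doxycycline. Green/red ratio, after filter-overlap correction, defined %Activity; red signal alone was normalised to basal cells and zero luminescence.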
Tb PFK inh: qHTS Assay to Find Inhibitors of T. brucei phosphofructokinase. ATP-dependent 6-phosphofructokinase (Trypanosoma brucei brucei), O15648. T. brucei PFK, ADP-Glo luminescence. Potency, µM (titrated, usually from 57.5 µM), for inactives: top-dose activity, negative = inhibition, usual class: inhibitors. actives 0.17% (n = 330,000). AID 485367, 2010;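 also: potency is read from the fitted curve at half-maximal effect; 0% = uninhibited 1x PFK enzyme wells and -100% = no-enzyme wells; nearly all actives have a fitted effect of over 60% in size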
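Activity is normalized to no-enzyme wells (full inhibition) and 1.25 nM enzyme wells (no inhibition). Reaction: 0.5 mM F6P, 0.1 mM ATP, 45 min RT, ADP-Glo luminescence; concentration-response curves fitted and classed by quality.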
TSHR antag: Antagonists of the Thyroid Stimulating Hormone Receptor: HTS campaign; Thyrotropin receptor (Homo sapiens), P16473; TSHR-expressing cells, TSH-stimulated cAMP HTRF, 2 h; stronger effect = lower value; activity change, negative = inhibition, % at 11.5 µM; actives 0.2% (n = 330,000); AID 504810, 2011;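 active = activity change below a set negative limit, meaning inhibition stronger than a set level, cut at about -70% in these data; inconclusive = activity change between two set negative limits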; also: % is scaled to controls: 0 for no effect and ±100 for the full control effect
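Antagonism was scored as loss of TSH-driven cAMP in TSHR cells, stimulated with 4nM TSH (EC80) for 2 hours at 37 deg C and detected by homogeneous HTRF competition immunoassay.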
Starred values were filed as active, the others as inactive; & = joins results of further samples; [ ] = another dose, or the depositor's remark. Unless noted, calls follow the shape of the dose curve; as a rule, active = well fitted curve in the direction sought with a large enough effect; inconclusive = small, poorly fitted or top-dose-only effect, or another doubt; inactive = no such curve, though single readings can be large; an effect the other way counts as inactive or inconclusive. Compounds were not picked by outcome; 3% or so of the library scored in one or more.

Results for COc1ccccc1CNC(=O)C1(C)Oc2cccnc2NC1=O (stereo unspecified) ?
uPA surface inh: 3%; Eya2 phos inh: -2%; Mito fusion yeast: 4%; ELG1 repair inh: 0%; TSG101-PTAP inh: -1%; TCR activator: 0%; USP2a inh: -1%; B2AR arrestin: -0.9%; BCR signal inh: 2%; Tb PFK inh: -3%; TSHR antag: 6

What do the screens show for `Nc1nc(-c2ccccc2)[nH]c(=O)c1N=O`?
uPA surface inh: -5%; Eya2 phos inh: -15%; Mito fusion yeast: 7%; ELG1 repair inh: -7%; TSG101-PTAP inh: -2%; TCR activator: -3%; USP2a inh: 4%; B2AR arrestin: -0.6%; BCR signal inh: 7%; Tb PFK inh: 1%; TSHR antag: 12

What do the screens show for `Cc1ccc(Nc2ncnc(N)n2)cc1`?
uPA surface inh: -1%; Eya2 phos inh: -2%; Mito fusion yeast: 2%; ELG1 repair inh: inconclusive; TSG101-PTAP inh: -3%; TCR activator: 9%; USP2a inh: 7%; B2AR arrestin: -0.5%; BCR signal inh: 9%; Tb PFK inh: -5%; TSHR antag: -1

Results for Cc1ccc(-c2cc(Cc3ccc(F)cc3)c(=O)[nH]n2)cc1 ?
uPA surface inh: 0%; Eya2 phos inh: -10%; Mito fusion yeast: 22%; ELG1 repair inh: -26%; TSG101-PTAP inh: -3%; TCR activator: -3%; USP2a inh: 3%; B2AR arrestin: 0.0%; BCR signal inh: -12%; Tb PFK inh: 0%; TSHR antag: -4

How did NC(=O)C1=C[C@@H](c2ccc(Br)cc2)C[C@@H](OCCCCO)O1 do in these assays?
uPA surface inh: -9%; Eya2 phos inh: -3%; Mito fusion yeast: 0%; ELG1 repair inh: 1%; TCR activator: 6%; USP2a inh: 3%; B2AR arrestin: 0.2%; BCR signal inh: inconclusive; Tb PFK inh: 0%; TSHR antag: 2

Results for c1ccc2[nH]c3cc4ncnc4cc3nc2c1 ?
uPA surface inh: -2%; Eya2 phos inh: 22%; Mito fusion yeast: 23%; ELG1 repair inh: inconclusive; TSG101-PTAP inh: inconclusive; TCR activator: 4%[46.1 µM]; USP2a inh: inconclusive; B2AR arrestin: -1.0%; BCR signal inh: inconclusive; Tb PFK inh: -21%; TSHR antag: -15

How did CN1CCN(c2ccc([N+](=O)[O-])cc2NC(=O)c2cccs2)CC1 do in these assays?
uPA surface inh: inconclusive; Eya2 phos inh: 4%; Mito fusion yeast: -2%; ELG1 repair inh: 2%; TSG101-PTAP inh: 3%; TCR activator: 10%; USP2a inh: -1%; B2AR arrestin: -0.3%; BCR signal inh: 6%; Tb PFK inh: 1%; TSHR antag: 16

What do the screens show for `O=C(CCC1CCCC1)N1CCN(C(=O)C2CC2)CC1`?
uPA surface inh: -1%; Eya2 phos inh: -4%; Mito fusion yeast: -1%; ELG1 repair inh: inconclusive; TSG101-PTAP inh: 0%; TCR activator: -5%[46.1 µM]; USP2a inh: 0%; B2AR arrestin: -0.7%; BCR signal inh: 11%; Tb PFK inh: -3%; TSHR antag: -4

What do the screens show for `CC(OC(=O)CCN=C1NS(=O)(=O)c2ccccc21)C(=O)Nc1ccccc1F` (stereo unspecified)?
uPA surface inh: 2%; Eya2 phos inh: -4%; Mito fusion yeast: 1%; ELG1 repair inh: 16%; TSG101-PTAP inh: 0%; TCR activator: -1%; USP2a inh: -1%; B2AR arrestin: 0.2%; BCR signal inh: -6%; Tb PFK inh: 6%; TSHR antag: 9

How did Cn1cccc1/C=N\NC(=O)C1COc2ccccc2O1 (stereo unspecified) do in these assays?
uPA surface inh: 1%; Eya2 phos inh: -6%; Mito fusion yeast: 0%; ELG1 repair inh: 3%; TSG101-PTAP inh: -6%; TCR activator: -7%; USP2a inh: 2%; B2AR arrestin: 0.5%; BCR signal inh: 2%; Tb PFK inh: 1%; TSHR antag: 4

How did Cc1ccc(S(=O)(=O)N2CCN(C(=S)NCc3ccc4c(c3)OCO4)CC2)cc1 do in these assays?
uPA surface inh: -6%; Eya2 phos inh: 6%; Mito fusion yeast: 2%; ELG1 repair inh: inconclusive; TSG101-PTAP inh: -1%; USP2a inh: 5%; B2AR arrestin: 0.0%; BCR signal inh: -9%; Tb PFK inh: -6%; TSHR antag: -7

What do the screens show for `CCN(Cc1ccccc1)C(=S)Nc1cc(C(=O)OC)ccc1C(=O)OC`?
uPA surface inh: -3%; Eya2 phos inh: -11%; Mito fusion yeast: 9%; ELG1 repair inh: inconclusive; TSG101-PTAP inh: 1%; TCR activator: -9%; USP2a inh: 0%; B2AR arrestin: 0.1%; BCR signal inh: inconclusive; Tb PFK inh: -2%; TSHR antag: 1

How did CCOCCCNC(=O)CN1C(=O)c2cccc3cccc1c23 do in these assays?
uPA surface inh: -28%; Eya2 phos inh: -2%; Mito fusion yeast: 1%; ELG1 repair inh: -1%; TSG101-PTAP inh: 0%; TCR activator: -7%; USP2a inh: -2%; B2AR arrestin: -0.2%; BCR signal inh: 5%; Tb PFK inh: -4%; TSHR antag: 30

What do the screens show for `COC(=O)c1c(-c2ccccc2)c(-c2ccccc2)nn(C)c1=O`?
uPA surface inh: -29%; Eya2 phos inh: -13%; Mito fusion yeast: 5%; ELG1 repair inh: -4%; TSG101-PTAP inh: -11%; TCR activator: -2%; USP2a inh: 1%; B2AR arrestin: -1.5%; BCR signal inh: 4%&7%; Tb PFK inh: -1%; TSHR antag: -22

How did O=C(CNC(=O)/C=C/c1ccccc1)N=Nc1c(O)n(Cc2ccccc2)c2ccccc12 do in these assays?
Eya2 phos inh: -1%; Mito fusion yeast: 1%; ELG1 repair inh: -24%; TCR activator: -1%[46.1 µM]; USP2a inh: 3%; B2AR arrestin: -0.1%; BCR signal inh: 0%; Tb PFK inh: 0%; TSHR antag: -8

Results for CCSc1cc(N2CCCC2)nc(-c2ccc(F)cc2)n1 ?
uPA surface inh: 6%; Eya2 phos inh: -1%; Mito fusion yeast: -3%; ELG1 repair inh: 16%; TSG101-PTAP inh: -2%; TCR activator: 2%; USP2a inh: -3%; B2AR arrestin: -0.4%; BCR signal inh: 1%; Tb PFK inh: 0%; TSHR antag: -6

How did COCc1cc(C)n(CC(=O)N2CCCC2)c(=O)c1C#N do in these assays?
uPA surface inh: 0%; Eya2 phos inh: -2%; Mito fusion yeast: -2%; ELG1 repair inh: 1%; TSG101-PTAP inh: -4%; TCR activator: 3%; USP2a inh: 1%; B2AR arrestin: -0.1%; BCR signal inh: 7%; Tb PFK inh: -8%; TSHR antag: 7

Results for COc1ccc(Cl)cc1C(=O)Nc1ccc(S(=O)(=O)N2CCCC2)cc1 ?
uPA surface inh: -2%; Eya2 phos inh: 24%; Mito fusion yeast: -4%; ELG1 repair inh: 14%; TSG101-PTAP inh: 1%; TCR activator: -2%; USP2a inh: -5%; B2AR arrestin: -1.7%; BCR signal inh: inconclusive; Tb PFK inh: 1%; TSHR antag: 17

Results for Cc1ccc(C(C(=O)NC2CCCCC2)N2CCCC2)cc1 (stereo unspecified) ?
uPA surface inh: 0%; Eya2 phos inh: -3%; Mito fusion yeast: 12%; ELG1 repair inh: inconclusive; TSG101-PTAP inh: -2%; TCR activator: -1%; USP2a inh: 3%; B2AR arrestin: -0.8%; BCR signal inh: inconclusive; Tb PFK inh: -8%; TSHR antag: 11

Results for COCCNC(=O)C(=O)c1cc(C)n(-c2ccc([N+](=O)[O-])cc2)c1C ?
Eya2 phos inh: -1%; Mito fusion yeast: -1%; ELG1 repair inh: -2%; TSG101-PTAP inh: -5%; USP2a inh: 1%; B2AR arrestin: 0.0%; BCR signal inh: 0%; Tb PFK inh: -13%; TSHR antag: 9
